High-throughput results deposited in PubChem BioAssay by Southern Research Specialized Biocontainment Screening Center.
Salmonella PhoP GFP – PhoP regulon inhibitors, Salmonella typhi PhoP promoter GFP reporter, confirmatory (AID 1850); Salmonella Typhi PhoP-promoter GFP reporter, fluorescence, 4 h; higher % means a stronger effect; one-dose inhibition, % at 50 µM; IC50 in µM for titrated hits; 0.33% of 310,000 active; in the data active means a potency from the dose series; inconclusive means inhibition mostly from about 25% at the one dose, without a potency; inactive means the rest, 99 in 100 with inhibition below about 19%;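 further: 0% = induced wells with vehicle and 100% = uninduced wells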
influenza NS1A – H1N1 influenza NS1A inhibitors, functional cell based assay (AID 504329); inhibition, % at 12.5 µM; hits with a dose series show IC50 in µM; 0.3% of 340,000 active; NS1A functional cell-based assay, percent inhibition; higher % means a stronger effect; in the data active means a potency from the dose series; inconclusive means inhibition above about 27% without an active follow-up result; further: strong numbers were not always called active
M. tuberculosis HTS – M. tuberculosis growth inhibition, HTS (AID 449762); M. tuberculosis H37Rv growth inhibition, 7H9 media; higher % means a stronger effect; inhibition, % at 25 µM, or IC50 in µM where a hit was titrated; 0.59% of 330,000 active; in the data active means a potency from the dose series; inconclusive means inhibition above about 70% without an active follow-up result;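 further: bacterial growth assessed after seven days of incubation; strong numbers were not always called active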
VEEV TC-83 Vero – inhibitors of VEEV TC-83 cytopathic effect, confirmation, Vero cells (AID 588727); Vero cells, VEEV TC-83 cytopathic effect inhibition; higher % means a stronger effect; inhibition, % at 20 µM, or IC50 in µM where a hit was titrated; 0.13% of 350,000 active; in the data active means a potency from the dose series; inconclusive means inhibition mostly from about 14% at the one dose, without a potency; inactive means the rest, 99 in 100 with inhibition below about 12%; further: strong numbers were not always called active
tuberculosis growth – growth inhibition of non-replicating M. tuberculosis (AID 488890) | Mycobacterium tuberculosis non-replicating, growth inhibition; higher % means a stronger effect | inhibition, % at 25 µM, or IC50 in µM where a hit was titrated | 0.39% of 320,000 active; in the data active means a potency from the dose series; inconclusive means inhibition mostly from about 82% at the one dose, without a potency; inactive means the rest, 99 in 100 with inhibition below about 76%;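 further: plate controls were DMSO cells for no effect and high antibiotic wells for full effect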
VEEV TC-83 Vero 10K pilot screen – second read-out of VEEV TC-83 Vero, no call of its own (marks repeat the call); inhibition, %; measured here: 10K pilot screen inhibition
Active calls of the source: *; i = inactive; ? = inconclusive; · = no result given. Random draw from the library; 1.6% or so of the library scored in one or more.

SMILES	Salmonella PhoP GFP	influenza NS1A	M. tuberculosis HTS	VEEV TC-83 Vero	tuberculosis growth	others
S=C1NCCc2ccc(Cl)cc2C1c1ccccc1 (stereo unspecified)	-11%	13%	3%	i	77%
Cc1ccsc1C(=O)C1CCCN(Cc2cnc(N(C)C)s2)C1 (stereo unspecified)	11%	·	8%	·	-4%
CC(Nc1nc(-c2ccccc2O)nc2ccccc12)c1ccccc1 (stereo unspecified)	-5%	2%	-2%	2.3%	12%
Cc1coc2c(C)c3oc(=O)c(CCC(=O)NCCCN4CCCC4=O)c(C)c3cc12	2%	1%	-8%	0.4%	-5%
COc1ccc(CCNC(=O)C2CCN(Cc3nc(-c4ccccc4F)oc3C)CC2)cc1OC	-10%	-8%	3%	0.4%	14%
O=C(Nc1cccc(F)c1)c1cc(S(=O)(=O)N2CCOCC2)ccc1N1CCCC1	·	-4%	-6%	1.7%	6%
O=C(NC1CCCCC1)c1ccc(S(=O)(=O)c2ccccc2Cl)c([N+](=O)[O-])c1	-4%	·	3%	·	-29%
O=C(COc1ccccc1)NCCn1ccc2ccccc21	-2%	-6%	8%	0.6%	70%
Cc1cc(Cl)ccc1OCCCC(=O)N1CCOCC1	-10%	-7%	-9%	0.7%	-5%
CCN1CCN(CC(O)COC(c2ccccc2)c2ccccc2C)CC1 (stereo unspecified)	-12%	-6%	8%	i	59%
O=C(NCc1cccs1)C1CCN(S(=O)(=O)N2CCCC2)CC1	-4%	-1%	-2%	i	-3%
COc1ccc(C2C(Oc3ccccc3)C(=O)N2c2cc(C)ccc2C)cc1OC (stereo unspecified)	-10%	-5%	-9%	i	23%
CNNC(=S)Nc1cccc(SC)c1	-5%	-3%	-4%	6.3%	-7%
Cc1ccc(S(=O)(=O)CCC(=O)OCC(=O)c2cc(C)ccc2C)cc1	-2%	-6%	12%	0.8%	30%
CCOC(=O)NC(=O)CSc1nnnn1-c1ccccc1	-9%	-1%	-11%	i	4%
COc1cccc(C2C(C(C)=O)=C(O)C(=O)N2Cc2ccco2)c1 (stereo unspecified)	-17%	3%	-5%	1.5%	12%
c1ccc(-c2cnc(CSc3nnc4ccccn34)o2)cc1	-2%	1%	24%	1.2%	7%
Cc1nn(-c2ccc(N3CCOCC3)nn2)c(C)c1CCC(=O)NCc1ccccc1	-3%	-7%	4%	1.6%	1%
COc1ccc(Cl)cc1C(=O)NC1=NCCS1	11%	3%	6%	2.3%	3%
CCn1cc(CNC(=O)CCc2nnc(CCC3CCCCC3)o2)cn1	10%	-2%	5%	i	77%
CCN1CCN(C(=S)NCC2CCCO2)CC1 (stereo unspecified)	5%	3%	0%	0.4%	-5%
Cc1cc(Cl)c2oc(C(=O)NC3CCC(O)CC3)c(C)c2c1 (stereo unspecified)	1%	-4%	5%	i	4%
Nn1c(SCc2ccccn2)nncc1=O	12%	7%	-2%	i	-5%
Cc1ccc(S(=O)(=O)NC2c3cccc4cccc(c34)C2Sc2ncccn2)cc1 (stereo unspecified)	-12%	-5%	-5%	8.8%	48%
Cc1[nH]c(SCC(=O)c2c(N)n(C)c(=O)n(C)c2=O)nc1Cc1ccccc1	·	-9%	-9%	0.2%	16%

A stretch from further up:
SMILES	Salmonella PhoP GFP	influenza NS1A	M. tuberculosis HTS	VEEV TC-83 Vero	tuberculosis growth	others
S=C1NCCc2ccc(Cl)cc2C1c1ccccc1 (stereo unspecified)	-11%	13%	3%	i	77%
Cc1ccsc1C(=O)C1CCCN(Cc2cnc(N(C)C)s2)C1 (stereo unspecified)	11%	·	8%	·	-4%

Carrying on:
SMILES	Salmonella PhoP GFP	influenza NS1A	M. tuberculosis HTS	VEEV TC-83 Vero	tuberculosis growth	others
Cc1ccc(-c2nc(C(=O)NC3CCCCCC3)no2)cc1	4%	-6%	0%	i	39%
NC(=O)C1CCN(C(=O)Cc2ccc([N+](=O)[O-])cc2)CC1	-7%	2%	-27%	0.2%	1%
Cc1cc(C)c2nc(-c3ccccn3)cc(C(=O)N3CCCC3)c2c1	-10%	-10%	8%	7.2%	10%
N#Cc1c(-c2ccc(Cl)cc2)ccnc1N1CCOCC1	-36%	-6%	32%	2.7%	47%
Cc1cc(C)nc(SCC(=O)Nc2cccc(S(=O)(=O)N(C)C)c2)n1	1%	-2%	2%	2.0%	27%
Cc1snc(SCc2ccc(F)cc2)c1C#N	-6%	3%	4%	0.4%	8%
C[C@@H](OC(=O)c1[nH]cnc1C(=O)N1CCc2ccccc2C1)c1ccccc1	·	-2%	1%	2.3%	14%
Cc1ccc(C)c(C(=O)COC(=O)CN2C(=O)C3C4C=CC(C4)C3C2=O)c1 (stereo unspecified)	-5%	-24%	-5%	i	-8%
CCCCC(=O)Nc1nnc(SCC(=O)NC2CC2)s1	3%	3%	9%	0.4%	2%
O=C(NCCCn1ccnc1)C(=O)NCC1OCCN1S(=O)(=O)c1ccc(Br)cc1 (stereo unspecified)	-8%	6%	8%	i	1%
O=C(CN1C(=O)/C(=C\c2cccc(Br)c2)Oc2ccccc21)NCCCN1CCOCC1	-1%	-8%	?	i	?
N#Cc1cc(-c2ccccc2)nnc1Sc1ccc(Cl)cc1	22%	-5%	4%	0.1%	-28%
COc1cccc(C(=O)N2CCN(CCCc3ccccc3)CC2)c1OC	-10%	-8%	-9%	0.4%	2%
CC(=O)OCCSc1c(-c2ccccc2)c2cc(Cl)ccc2[nH]c1=O	1%	-3%	1%	6.3%	-20%
CCOc1ccc2c(c1)c(N=NC(=N)N)c(O)n2C	-8%	8%	-7%	i	23%
N#Cc1c(-n2ccnc2)cccc1-n1ccnc1	-9%	1%	-3%	0.3%	-8%
CCOC(=O)C(Cc1ccccc1)C(=O)Nc1ccc(NC(=O)C(Cc2ccccc2)C(=O)OCC)cc1 (stereo unspecified)	-2%	-6%	4%	1.1%	-5%
COCCOC(=O)c1c(C)oc2ccc(NS(=O)(=O)c3ccc(C)cc3)cc12	10%	-13%	-2%	1.7%	7%
CCN(CC)C(=O)CCn1nc(-c2ccc(C)cc2)c2ccccc2c1=O	-8%	-26%	11%	0.5%	32%
COC(=O)c1cc(S(=O)(=O)N2CCN(c3ccc(C(C)=O)cc3)CC2)cn1C	3%	-6%	7%	5.1%	8%
CCN1C[C@]2(COC)CC[C@H](O)[C@@]34C5C[C@H]6[C@H](O)C5[C@](O)(C[C@H]6OC)[C@@H]([C@H](OC)C23)[C@@H]14 (stereo partly specified)	-5%	·	-7%	·	-2%
Cc1ccc2c(c1)nnn2C1CCN(C(=O)c2cccs2)CC1	-6%	21%	9%	1.6%	6%
COc1cc2c(cc1OC)C(c1ccccc1)N(C(=O)C(C)(C)C)CC2 (stereo unspecified)	·	4%	·	i	·
CC(C(=O)Nc1ccc2c(c1)OCO2)N1CCN(C)CC1 (stereo unspecified)	18%	14%	-10%	0.1%	-12%
CCOC(=O)COc1ccc(C(=O)NC2CCCCC2)cc1	-7%	-3%	?	1.9%	4µM*

The last 5 entries of the section before come first, to join the parts.
SMILES	Salmonella PhoP GFP	influenza NS1A	M. tuberculosis HTS	VEEV TC-83 Vero	tuberculosis growth	others
CCN1C[C@]2(COC)CC[C@H](O)[C@@]34C5C[C@H]6[C@H](O)C5[C@](O)(C[C@H]6OC)[C@@H]([C@H](OC)C23)[C@@H]14 (stereo partly specified)	-5%	·	-7%	·	-2%
Cc1ccc2c(c1)nnn2C1CCN(C(=O)c2cccs2)CC1	-6%	21%	9%	1.6%	6%
COc1cc2c(cc1OC)C(c1ccccc1)N(C(=O)C(C)(C)C)CC2 (stereo unspecified)	·	4%	·	i	·
CC(C(=O)Nc1ccc2c(c1)OCO2)N1CCN(C)CC1 (stereo unspecified)	18%	14%	-10%	0.1%	-12%
CCOC(=O)COc1ccc(C(=O)NC2CCCCC2)cc1	-7%	-3%	?	1.9%	4µM*
CSc1ccc(CNC(C)C(O)c2ccccc2)cc1 (stereo unspecified)	21%	8%	-12%	i	-7%
O=c1c2ccccc2cnn1CCOc1cccc(Br)c1	-4%	-1%	1%	0.7%	40%
Nc1nnc(SCC(=O)OCc2ccccc2)s1	-3%	-2%	-1%	0.1%	5%
COc1cc2c(cc1OC)CN(C(C)C(=O)Nc1ccc(NC(C)=O)cc1)CC2 (stereo unspecified)	5%	-18%	-15%	1.2%	-1%	VEEV TC-83 Vero 10K pilot screen=0.1
COC(=O)c1sc(C(=O)OC)c(C(=O)OC)c1C(=O)OC	-4%	-2%	-2%	i	-6%
CCOC(=O)c1sc(=S)n(C)c1NC(=O)c1ccccc1Cl	-9%	-4%	-4%	0.5%	20%	VEEV TC-83 Vero 10K pilot screen=1.8
COc1ccc(SCCN2CC[C@@H](NC(=O)OCc3ccccc3)CCC2=O)cc1	·	-4%	19%	0.5%	32%
CS(=O)(=O)N1CCN(C(=O)c2ccc(Cl)s2)CC1	9%	-14%	1%	1.1%	-9%
CCSc1nsc(NC(=O)Nc2cccc(F)c2)n1	-6%	-4%	?	7.4%	?
Cc1cc(Cl)c(S(=O)(=O)NCCC(=O)O)cc1OCC(N)=O	-8%	20%	1%	1.1%	6%
Cc1ccc(CN2CC(C(=O)Nc3ccc(S(=O)(=O)Nc4cc(C)nc(C)n4)cc3)CC2=O)cc1 (stereo unspecified)	-11%	1%	-8%	0.3%	-2%
COCCN(C(=O)CSc1nnc(-c2ccccc2F)n1C)c1c(N)n(Cc2ccccc2)c(=O)[nH]c1=O	0%	5%	-6%	0.5%	6%
CCc1ccc(C2=NN(C(=O)OC)C(O)(C(F)(F)F)C2)cc1 (stereo unspecified)	-7%	-4%	3%	0.4%	3%
Cc1cc(=O)[nH]c(SCc2cn3ccccc3n2)n1	11%	10%	1%	i	-6%
CS(=O)(=O)N1CC(C(=O)NC2CC2)Oc2ccc(Cl)cc21 (stereo unspecified)	29%	-3%	-3%	4.9%	-3%
COc1cc(NC(=S)N2CCN(S(=O)(=O)c3ccc(F)cc3)CC2)cc(OC)c1	-1%	-7%	3%	2.6%	4%
CCc1n[nH]c(=S)n1/N=C/c1ccccc1OCc1ccc(Cl)cc1	-1%	-14%	8%	0.1%	-3%
O=C(Nc1cccnc1)c1cc(-c2ccc(Br)cc2)nc2ccccc12	3%	6%	52%	9.0%	-4%
CN(C(=O)COC(=O)c1cncc(Br)c1)C1CCCCC1	·	4%	-3%	?	59%
CCOc1ccc(OCC(=O)OCC(=O)Nc2ccccc2C#N)cc1	·	-8%	·	2.9%	·
C=CCn1cnc2c(c1=O)c1nc3ccccc3nc1n2/N=C/c1cc(OC)c(OC)c(OC)c1	-3%	-16%	4%	9.0%	32%
O=c1[nH]c(=S)n(C2CC2)c(O)c1C=NCCc1ccccc1	14%	·	5%	·	6%
Cc1ccccc1N(C(=O)CNC(=O)c1ccco1)C(C(=O)NC1CCCCC1)c1cccnc1 (stereo unspecified)	-3%	11%	-2%	0.4%	0%
C/C(=C\C(=O)c1ccc(Br)cc1)NNC(=O)c1ccccc1	6%	-20%	5%	2.0%	0.38µM*
Nc1c([N+](=O)[O-])c(=O)oc2ccccc12	-7%	-5%	2%	1.2%	6%

Further structures
SMILES	Salmonella PhoP GFP	influenza NS1A	M. tuberculosis HTS	VEEV TC-83 Vero	tuberculosis growth	others
NC(=O)NC(=O)CSc1nc(C2CCCCC2)n(-c2ccccc2)n1	-7%	-8%	-10%	0.2%	-6%
CCCCC(CCC(=O)O)(C(=O)OCC)c1csc(Nc2ccc(OCC)cc2)n1 (stereo unspecified)	-2%	-26%	-3%	3.1%	21%
CC(C)(C)n1ncc2c(=O)n(Cc3ccc(Cl)c(Cl)c3)cnc21	-3%	11%	-4%	3.7%	7%
CCOC(=O)/C(=N/Nc1ccccc1)N1CCCc2ccccc21	-5%	30%	0%	2.7%	-14%
CCCCc1ccc(NC(=O)CC(C)(C)C)cc1	-1%	-1%	-5%	i	35%
COc1cccc(Nc2nc(NCC3CCCO3)c3ccccc3n2)c1 (stereo unspecified)	10µM*	5%	?	i	?
COc1ccc(N2CCN(C(=O)CN(Cc3ccc(Cl)cc3)S(C)(=O)=O)CC2)cc1	0%	6%	-8%	i	22%
Cc1ccc2nc(SCC(=O)Nc3ccc4sc(C)nc4c3)c(C#N)cc2c1	-5%	-9%	-3%	i	-2%
COc1ccc(/C=N/OC/C(O)=C(\C#N)c2nc3ccccc3[nH]2)cc1	-3%	-8%	-21%	9.0%	5%
CCC(=O)NCc1cc(-c2nn(C)c(=O)c3ccccc23)ccc1OC	1%	-6%	5%	i	1%
C/C(=N\NC(=O)c1c(C)nc2ccccn12)c1cccc([N+](=O)[O-])c1	-9%	-2%	-1%	0.3%	1%
O=C(Nc1ccc2nsnc2c1)N1CCCCCC1	8%	0%	-2%	0.3%	11%
COc1ccccc1/C=C/C(=O)OCC(=O)NC1CCCCCC1	·	-15%	8%	6.8%	14%
